H37Rv inhibition: M. tuberculosis growth inhibition, HTS (AID 449762); one-dose inhibition, % at 25 µM; IC50 in µM for titrated hits; M. tuberculosis H37Rv growth inhibition, 7H9 media; higher % means a stronger effect; 0.59% of 330,000 active; in the data active means a potency from the dose series; inconclusive means inhibition above about 70% without an active follow-up result;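 further: bacterial growth assessed after seven days of incubation; strong numbers were not always called active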
H1N1 NS1A inhibition: NS1A inhibition, H1N1 influenza, cell based functional assay (AID 504329) | NS1A functional cell-based assay, percent inhibition; higher % means a stronger effect | one-dose inhibition, % at 12.5 µM; IC50 in µM for titrated hits | 0.3% of 340,000 active; in the data active means a potency from the dose series; inconclusive means inhibition above about 27% without an active follow-up result; further: strong numbers were not always called active
M. tuberculosis: growth inhibition of non-replicating M. tuberculosis (AID 488890); Mycobacterium tuberculosis non-replicating, growth inhibition; higher % means a stronger effect; one-dose inhibition, % at 25 µM; IC50 in µM for titrated hits; 0.39% of 320,000 active; in the data active means a potency from the dose series; inconclusive means inhibition mostly from about 82% at the one dose, without a potency; inactive means the rest, 99 in 100 with inhibition below about 76%;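 further: plate controls were DMSO cells for no effect and high antibiotic wells for full effect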
PhoP GFP inhibition: PhoP regulon inhibitors, Salmonella typhi PhoP promoter GFP reporter, confirmatory (AID 1850); Salmonella Typhi PhoP-promoter GFP reporter, fluorescence, 4 h; higher % means a stronger effect; inhibition, % at 50 µM; hits with a dose series show IC50 in µM; 0.33% of 310,000 active; in the data active means a potency from the dose series; inconclusive means inhibition mostly from about 25% at the one dose, without a potency; inactive means the rest, 99 in 100 with inhibition below about 19%;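 further: 0% = induced wells with vehicle and 100% = uninduced wells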
inhibitors of VEEV: inhibitors of VEEV TC-83 cytopathic effect, confirmation, Vero cells (AID 588727); inhibition, % at 20 µM; hits with a dose series show IC50 in µM; Vero cells, VEEV TC-83 cytopathic effect inhibition; higher % means a stronger effect; 0.13% of 350,000 active; in the data active means a potency from the dose series; inconclusive means inhibition mostly from about 14% at the one dose, without a potency; inactive means the rest, 99 in 100 with inhibition below about 12%; further: strong numbers were not always called active
inhibitors of VEEV 10K pilot screen: recorded beside inhibitors of VEEV, whose call it bears; inhibition, %; measured here: 10K pilot screen inhibition
The depositor's hits bear a star; i = inactive; ? = inconclusive; · = no result given.

SMILES	H37Rv inhibition	H1N1 NS1A inhibition	M. tuberculosis	PhoP GFP inhibition	inhibitors of VEEV	others
CCC(Br)C(=O)Nc1ccc(OC)cc1 (centres undefined)	3.9%	5.5%	63.5%	-6.4%	1.7%	inhibitors of VEEV 10K pilot screen=1.0
C#CCOCCOCCOCCNc1nc(N2CCOCC2)nc(N2CCN(C(=O)[C@H](CCCCN)n3cc([C@@H](N)CC(C)C)nn3)CC2)n1	5.4%	7.3%	34.3%	-0.2%	3.4%
Cc1ccc(-c2cnn3c(N4CCOCC4)cc(C)nc23)cc1	16.8%	-8.8%	13.3%	8.0%	0.6%
CC12CCC(C(=O)NCc3ccccc3)(OC1=O)C2(C)C (centres undefined)	-6.5%	4.3%	2.1%	13.4%	1.4%
O=C(O)CCN=C1CCCc2ccccc2N1	-11.4%	0.5%	-8.0%	-6.7%	i
O=C(NC1CCCC1)c1cccc(S(=O)(=O)N2CCOCC2)c1	7.0%	-6.3%	3.0%	·	i
O=C(/C=C/Nc1ccc(F)cc1)c1cccs1	2.1%	12.6%	-0.4%	-0.2%	2.2%
CC(C)(Oc1ccc(CCNC(=O)c2ccc(-c3ccccc3)o2)cc1)C(=O)O	18.9%	4.5%	2.7%	2.2%	2.5%
CCC(c1nnc(SCC(=O)Nc2cccc(S(N)(=O)=O)c2)n1Cc1ccccc1)N(C)C (centres undefined)	4.1%	-3.6%	14.5%	13.8%	2.0%
Cc1oc(-c2cc(F)ccc2F)nc1CN(C)Cc1ccc2nccnc2c1	-5.9%	-7.3%	-1.6%	9.3%	1.5%
Cc1nn(Cc2ccc(C(=O)Nc3ccccc3F)cc2)c(C)c1Cl	3.4%	1.6%	14.0%	5.7%	0.3%
O=C(NCCN1C(=O)S/C(=C/c2cccnc2)C1=O)C1CC(=O)N(Cc2ccccc2)C1 (centres undefined)	4.1%	-13.2%	15.0%	-27.6%	2.1%
O=C(Cn1c(=O)c2cccn2c2ccccc21)Nc1cc(F)ccc1F	1.6%	-2.5%	15.2%	-4.6%	2.7%
C=CCn1nc(-c2ccccc2)c(N2CCCCC2)cc1=O	-0.9%	-5.3%	34.9%	0.1%	i
Cc1cc2cc3c(cc2nc1SCC(=O)OC(C)C)OCCO3	-2.3%	-3.1%	73.2%	-8.0%	3.6%
COc1ccc2c(C)cc3n[nH]c(=S)n3c2c1	-12.1%	19.1%	-23.4%	-21.3%	1.0%
CCOc1ccc2oc(C(=O)OCC(=O)N3CCCC(C)C3)c(C)c2c1 (centres undefined)	19.9%	-2.9%	4.6%	·	2.3%
COc1ccc(C(=O)COC(=O)/C=C/c2ccco2)cc1F	51.5%	-16.8%	33.2%	·	0.2%
O=C(Nc1ccccc1C(=O)Nc1ccc2c(c1)OCO2)c1cccs1	-8.1%	1.4%	30.7%	-19.0%	3.9%
Cc1cc(C)cc(NC(=O)OCCN2CCN(Cc3ccccc3)CCC2=O)c1	-4.0%	13.1%	1.3%	0.0%	0.6%	inhibitors of VEEV 10K pilot screen=0.6
Cc1ccc(CSCC(=O)NCCc2ccccc2)cc1	-4.2%	-11.4%	45.0%	-5.2%	1.0%
Oc1ccc(Br)cc1/C=N/n1c(COc2ccccc2)n[nH]c1=S	-1.6%	6.0%	-12.7%	5.0%	2.4%
COc1ccc(/C=C(\C#N)C(=O)OCC(=O)NCc2ccccc2OC)cc1	6.0%	-4.6%	8.3%	5.5%	3.5%
CC1=C(C(=O)N2CCCCC2)C(c2cccs2)C2=C(CCCC2=O)N1 (centres undefined)	-2.1%	-0.9%	-16.5%	1.2%	3.2%
COC(CNC(=O)c1ccc2c(c1)nc(C)n2-c1cc(C)cc(C)c1)OC	0.6%	3.2%	-3.8%	-1.1%	0.5%
CC(=O)Nc1ccc(NC(=O)C(NS(=O)(=O)c2ccc3c(c2)OCCO3)C(C)C)cc1 (centres undefined)	-6.3%	-11.2%	-4.1%	·	1.3%
S=C(NCc1ccncc1)Nc1ccccc1	-2.3%	4.6%	57.5%	-2.0%	0.8%
CCCNC(=O)c1ccc(N2CCC3(CC2)CC(c2ccccc2)=NO3)c(NC(=O)Cc2ccc(F)cc2)c1	?	-23.0%	42.7%	-27.4%	8.8%
CON/C=N/C(=S)Nc1ncc(C(F)(F)F)cc1Cl	42.4%	2.9%	26.7%	4.9%	i
CCOC(=O)C1CCN(C(c2ccc(OC)c(OC)c2)c2sc3nc(C)nn3c2O)CC1 (centres undefined)	-1.1%	-4.2%	-10.3%	-4.3%	0.2%	inhibitors of VEEV 10K pilot screen=0.5
CN(CC(=O)Nc1nc2ccccc2s1)S(=O)(=O)c1ccc(Br)cc1	-12.2%	-6.5%	11.1%	2.7%	i
O=C(COc1ccccc1F)NCC(c1ccco1)N1CCCC1 (centres undefined)	-5.2%	0.0%	11.6%	6.8%	1.2%
CCOC(=O)c1ccc(NC(=O)C2=C(C)Nc3nc(CCCO)nn3C2c2cccc(C)c2)cc1 (centres undefined)	-0.3%	1.6%	29.7%	6.7%	0.7%
CCc1ccc(-c2cc(N)n(-c3ccccc3)n2)cc1	·	8.3%	·	·	1.1%
CCCCc1ccc(-c2c(C#N)c(N)nc3c2CCCC3)s1	0.6%	3.6%	4.8%	5.4%	i
O=C(c1cc2cccc([N+](=O)[O-])c2oc1=O)N1CCOCC1	-3.5%	0.2%	-4.9%	8.0%	0.5%
CCC(=O)Nc1ccc(Cl)c(NC(=O)c2cccc(OC)c2)c1	6.5%	-0.2%	-16.5%	-7.8%	1.0%
CCOC(=O)c1sc2nc(COC(=O)c3c(F)cccc3F)[nH]c(=O)c2c1C	?	-1.8%	5.8%	-18.7%	3.1%
CC(C)=CCC/C(C)=C/CNC(=O)C[C@H]1C[C@H](C(=O)N2CCCCC2)[C@@]2(C)c3[nH]c4cc(-c5ccco5)ccc4c3CCN2C1=O	·	1.0%	·	·	4.3%
CC1=NN(C(N)=S)C(=O)C1N=Nc1ccccc1O (centres undefined)	4.4%	-13.0%	33.5%	-3.9%	i

Sorted by molecular weight (lowest first): part of the list above.
SMILES	H37Rv inhibition	H1N1 NS1A inhibition	M. tuberculosis	PhoP GFP inhibition	inhibitors of VEEV	others
CC1=C(C(=O)N2CCCCC2)C(c2cccs2)C2=C(CCCC2=O)N1 (centres undefined)	-2.1%	-0.9%	-16.5%	1.2%	3.2%
COc1ccc(/C=C(\C#N)C(=O)OCC(=O)NCc2ccccc2OC)cc1	6.0%	-4.6%	8.3%	5.5%	3.5%
CCOC(=O)c1sc2nc(COC(=O)c3c(F)cccc3F)[nH]c(=O)c2c1C	?	-1.8%	5.8%	-18.7%	3.1%
CN(CC(=O)Nc1nc2ccccc2s1)S(=O)(=O)c1ccc(Br)cc1	-12.2%	-6.5%	11.1%	2.7%	i
CC(=O)Nc1ccc(NC(=O)C(NS(=O)(=O)c2ccc3c(c2)OCCO3)C(C)C)cc1 (centres undefined)	-6.3%	-11.2%	-4.1%	·	1.3%
CCOC(=O)c1ccc(NC(=O)C2=C(C)Nc3nc(CCCO)nn3C2c2cccc(C)c2)cc1 (centres undefined)	-0.3%	1.6%	29.7%	6.7%	0.7%

Continuation.
SMILES	H37Rv inhibition	H1N1 NS1A inhibition	M. tuberculosis	PhoP GFP inhibition	inhibitors of VEEV	others
COc1ccc(C(=O)COC(=O)COc2ccc(C)c(C)c2)cc1	-2.8%	16.5%	i	-9.3%	0.1%
Cc1cccc(N2CCN(C(=O)C3CCN(S(=O)(=O)c4cnc[nH]4)CC3)CC2)c1C	-9.9%	3.6%	·	-2.4%	i
C=CCn1c(C)csc1=Nc1ccccc1C	-1.4%	10.3%	10.7%	-13.0%	2.5%
Cc1onc(-c2ccccc2)c1C(=O)N=C(N)c1ccc(C(F)(F)F)cc1	-2.9%	·	-17.1%	0.3%	i
Cc1nc(-c2ccc(Cl)cc2)sc1C1(C)CC(c2ccc(C#N)cc2)=NO1 (centres undefined)	51.4µM*	-19.1%	-3.6%	-5.0%	3.3%
CC1CN(Cc2ccc(C#N)cc2Cl)CC(C)O1 (centres undefined)	2.1%	-24.5%	14.4%	-7.5%	0.8%
COc1ccc([C@H]2CC(=O)C=C(c3ccc(-c4ccccc4)c(F)c3)C2)cc1	-9.6%	7.1%	-10.0%	·	i
CC(=O)Nc1ncc(Cc2ccc(Cl)cc2Cl)s1	-4.2%	14.1%	15.6%	-0.3%	1.5%
CCC(C)[C@H]1CNCCN1CCCc1cc(OC)c(OC)c(OC)c1 (some centres undefined)	3.6%	-7.9%	-1.8%	-5.1%	i
Cc1noc(C)c1NC(=O)Nc1cccc2c1O[C@H](CN(C)S(=O)(=O)c1ccccc1)[C@@H](C)CN([C@H](C)CO)C2=O	6.6%	-22.4%	4.8%	·	0.1%
CCn1c(SC(=O)NC2CCCCC2)nnc1-c1cccs1	-5.1%	-4.4%	22.2%	14.0%	1.1%
COc1ccc(NC(=O)c2cc3c(-c4ccc(OC)c(OC)c4)nn(C)c3s2)cc1OC	-6.8%	14.5%	-14.7%	-11.4%	9.7%
CSCC(=O)N1CCC(n2nccc2NC(=O)c2ccc3c(c2)OCO3)CC1	-5.0%	-3.3%	-6.9%	8.0%	0.4%
CCn1c(=O)c([N+](=O)[O-])c(NCCc2ccccc2)c2ccccc21	-7.1%	-5.0%	38.3%	13.6%	9.0%
O=C(OCC(=O)N1CCN(C(=O)c2ccco2)CC1)c1ccccc1OCc1ccc(Cl)cc1	-0.4%	-0.7%	6.6%	0.8%	7.4%
Cc1nnc(Sc2nc3c(c(=O)[nH]c(=O)n3C)n2Cc2ccccc2)s1	-3.5%	-3.6%	-24.0%	-1.4%	1.8%
CCOC(=O)c1cc(C(=O)Nc2sc3c(c2C#N)CCCC3)nn1C	-0.5%	-3.9%	1.6%	-10.7%	0.8%
CC(C)(C)OC(=O)NC(Cc1ccccc1)C(=O)NC(CSC1CCCCO1)C(=O)NN (centres undefined)	-0.8%	-5.5%	13.3%	3.3%	2.1%
COC(=O)c1ccc2c(=O)[nH]c(CSc3nc(C)cs3)nc2c1	69µM*	7.7%	8.2%	-10.1%	2.2%
Cc1cccc(C)c1NC(=O)/C(C#N)=C/c1ccsc1	56.6%	2.7%	66.9%	-5.8%	2.2%
CC12CCC(O)CC1=CCC1C2CCC2(C)C1CCC21CCC(=O)O1 (centres undefined)	-10.8%	4.1%	22.4%	-0.2%	0.7%
CCN(CC)C(=O)C(Sc1ccccc1)c1ccccc1 (centres undefined)	-4.5%	4.9%	1.7%	-9.0%	3.0%
Cc1ccccc1CN1CCN(C(C)C(=O)NCc2ccccc2)CC1 (centres undefined)	-0.3%	5.0%	14.5%	9.0%	i
CN(CC(=O)Nc1ccc(F)c(F)c1F)C(=O)CCCc1nc2ccccc2c(=O)[nH]1	-15.6%	-1.1%	-3.6%	·	0.1%
CCOC(=O)CC(NC(C)=O)c1ccc([N+](=O)[O-])cc1 (centres undefined)	13.4%	-18.4%	-2.2%	-1.8%	1.3%
CCC(=O)N=c1sc2cc([N+](=O)[O-])ccc2n1CCOC	-5.1%	0.7%	-22.1%	-9.7%	1.9%
O=C(Oc1c(Cl)cc(Cl)c2cccnc12)c1cccs1	0.89µM*	-5.9%	?	13.7%	32.3%
Cc1ccc(-n2c3c(cc(C(=O)NC4CCSC4=O)c2=O)C(=O)CCC3)cc1 (centres undefined)	-2.7%	-18.0%	-9.6%	-7.8%	3.2%
Cn1c(N)c(C(=O)COC(=O)C2CC(=O)N(Cc3ccccc3)C2)c(=O)n(C)c1=O (centres undefined)	-6.2%	3.3%	-12.8%	7.6%	1.4%
Cc1cccc(-n2nnnc2SCC(=O)NCC2CCCO2)c1 (centres undefined)	-2.8%	11.6%	-4.6%	2.2%	0.4%
C#CCN1C=C(C(=O)OCC)C(C)N(Cc2ccccc2I)S1(=O)=O (centres undefined)	·	-18.8%	·	·	i
CC(OC(=O)c1ccc(Cl)c(S(=O)(=O)N2CCc3ccccc32)c1)C(=O)Nc1ncc(Cl)cc1Cl (centres undefined)	5.1%	8.7%	0.0%	-8.2%	i
O=C(CSc1nc(-c2ccccc2)cs1)Nc1nccs1	-1.5%	-1.5%	?	-5.1%	0.6%
COc1cc(C(=O)N/N=C/c2ccc(OC(=O)c3cccc(C)c3)cc2)ccc1O	33.3%	4.1%	?	-9.1%	1.3%

A stretch from the list above, as a working copy:
SMILES	H37Rv inhibition	H1N1 NS1A inhibition	M. tuberculosis	PhoP GFP inhibition	inhibitors of VEEV	others
CC12CCC(O)CC1=CCC1C2CCC2(C)C1CCC21CCC(=O)O1 (centres undefined)	-10.8%	4.1%	22.4%	-0.2%	0.7%
CCN(CC)C(=O)C(Sc1ccccc1)c1ccccc1 (centres undefined)	-4.5%	4.9%	1.7%	-9.0%	3.0%

Screens as filed in PubChem BioAssay.
